Assay outcomes (PubChem BioAssay)
WRN inhibitor: WRN helicase (human) inhibition; WRN helicase unwinding, fluorescent forked duplex, kinetic; 360,000 compounds, 0.46% hits; Q14191; Potency, µM (highest dose often 114 µM), without a hit: at the top dose activity change, negative = inhibition, actives largely listed as inhibitors; note: potency is the fitted concentration of half-maximal effect; % is set by controls: 0 for no effect and ±100 for the full control effect; nearly all actives have a fitted effect of over 55% in size
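WRN at 20 nM final preincubated with compound 15 min at room temperature; reaction started with 100 nM fluorophore/quencher forked duplex oligonucleotide and 2 mM ATP final. Unwinding followed kinetically by red fluorescence (ex 525, em 598 nm).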
EPAC1 antagonist: EPAC1 (human) antagonism; O95398; EPAC1 GEF assay, Rap1b-BODIPY-GDP exchange fluorescence; Potency, µM (doses to about 115 µM), for the others: top-dose activity change, negative = inhibition, hits mostly inhibitors; 360,000 compounds, 0.14% hits; AID 720709;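 note: potency is the fitted concentration of half-maximal effect; plate controls were vehicle for no effect and positive control for full effect; nearly all actives have a fitted effect of over 50% in size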
PI5P4K alpha inh: PI5P4K alpha (human) kinase inhibition | PI5P4Kalpha enzyme, ADP-Glo luminescence, 60 min; active compounds read low | 330,000 compounds, 1.2% hits | AID 652105 | max response, %; active = max response of -50% or lower; inconclusive = between -30% and -50%; inactive = -30% or higher; note: value at the top dose of about 77 µM; % is set by controls: 0 for no effect and ±100 for the full control effect
Target sequence (P48426 whole entry, looked up): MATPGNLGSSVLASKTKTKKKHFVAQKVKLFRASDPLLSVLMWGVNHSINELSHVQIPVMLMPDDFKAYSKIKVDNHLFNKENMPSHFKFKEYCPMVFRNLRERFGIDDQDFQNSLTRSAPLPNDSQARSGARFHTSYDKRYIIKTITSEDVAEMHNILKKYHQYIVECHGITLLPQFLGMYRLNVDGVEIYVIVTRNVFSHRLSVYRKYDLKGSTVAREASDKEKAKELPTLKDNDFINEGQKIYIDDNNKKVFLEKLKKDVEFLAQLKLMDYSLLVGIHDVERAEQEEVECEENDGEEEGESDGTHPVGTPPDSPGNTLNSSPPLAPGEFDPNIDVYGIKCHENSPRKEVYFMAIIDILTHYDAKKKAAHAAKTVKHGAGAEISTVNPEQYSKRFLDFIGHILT
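Enzyme plus substrate dispensed, test compounds pinned in, then ATP (5 microM final) added. After 60 min at RT, ADP-Glo reagent 1 for 45 min and reagent 2 for 30 min preceded luminescence imaging.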
Mm-Cpn inhibitor: M. maripaludis TRiC chaperonin inhibition; AID 504842; Potency, µM (highest dose often 76.9 µM), without a hit: at the highest dose activity, negative = inhibition, actives largely listed as inhibitors; 330,000 compounds, 0.031% hits; purified Mm-Cpn ATPase, ADP Transcreener TR-FRET; note: potency is the fitted concentration of half-maximal effect; % is set by controls: 0 for no effect and ±100 for the full control effect; nearly all actives have a fitted effect of over 80% in size
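25 nM Mm-CPN + cpd, 10 min 37°C; + 10 uM ATP, 30 min 37°C; buffer 30 mM Tris pH 7.4, 100 mM KCl, 5 mM MgCl2, 1 mM DTT; Transcreener ADP HTRF detection 30 min RT.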
EPAC1 ag: agonists of human EPAC1; O95398; EPAC1 agonist qHTS, biochemical assay; response scale: 100% = response to 6.5 mM cAMP; Potency, µM (series often up to 154 µM), without a hit: at the highest dose activation, hits mostly activators; 360,000 compounds, 0.073% hits; AID 720707; note: potency is the fitted concentration of half-maximal effect; nearly all actives have a fitted effect of over 60% in size
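EPAC1 100 nM, Rap1B–BODIPY-GDP 250 nM, unlabeled GDP 50 uM; compound titration; 5 min RT; kinetic read ex480/em540 at 5-min intervals ×30 min; data normalized to 6.5 mM cAMP agonist control.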
CCT chaperon mod: modulators of cytosolic chaperonin (CCT/TRiC) activity | purified chaperonin ATPase assay, HTRF ADP detection, 30 min | activity change, % (no concentration beside the values), hits read low | 360,000 compounds, 0.3% hits | AID 651819; in the data active = activity change below about -30%; note: % is set by controls: 0 for no effect and ±100 for the full control effect
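First, chaperonin was dispensed at 40 nM or 20 nM final depending on batch activity. Next, compounds were pinned at 76 uM and ATP added at 10 uM. After 30 min at 37 °C, ADP detection reagents ran 30 min at ambient temperature.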
EPAC2 antag: blocks human EPAC2 exchange factor; EPAC2 GEF exchange of Rap1B-BODIPY-GDP, fluorescence; Q8WZA2; Potency, µM (highest dose often 114 µM), for the others: top-dose activity, negative = inhibition, most hits filed as inhibitors; AID 720708; 360,000 compounds, 0.18% hits; note: potency is the fitted concentration of half-maximal effect; % is set by controls: 0 for no effect and ±100 for the full control effect; nearly all actives have a fitted effect of over 45% in size; many of its hits are not listed in these tables
PLK1 PBD inh: blocks phosphopeptide binding to human PLK1 polo-box domain; P53350; Plk1 PBD binding of FITC phosphopeptide, fluorescence polarization; Potency, µM, for inactives: max response, negative = inhibition, usual class: inhibitors; 360,000 compounds, 2.8% hits; note: potency is the fitted concentration of half-maximal effect; series mostly up to about 57 µM; % is set by controls: 0 for no effect and ±100 for the full control effect; nearly all actives have a fitted effect of over 65% in size
Target sequence (P53350 whole entry, looked up, the tested form may be a part): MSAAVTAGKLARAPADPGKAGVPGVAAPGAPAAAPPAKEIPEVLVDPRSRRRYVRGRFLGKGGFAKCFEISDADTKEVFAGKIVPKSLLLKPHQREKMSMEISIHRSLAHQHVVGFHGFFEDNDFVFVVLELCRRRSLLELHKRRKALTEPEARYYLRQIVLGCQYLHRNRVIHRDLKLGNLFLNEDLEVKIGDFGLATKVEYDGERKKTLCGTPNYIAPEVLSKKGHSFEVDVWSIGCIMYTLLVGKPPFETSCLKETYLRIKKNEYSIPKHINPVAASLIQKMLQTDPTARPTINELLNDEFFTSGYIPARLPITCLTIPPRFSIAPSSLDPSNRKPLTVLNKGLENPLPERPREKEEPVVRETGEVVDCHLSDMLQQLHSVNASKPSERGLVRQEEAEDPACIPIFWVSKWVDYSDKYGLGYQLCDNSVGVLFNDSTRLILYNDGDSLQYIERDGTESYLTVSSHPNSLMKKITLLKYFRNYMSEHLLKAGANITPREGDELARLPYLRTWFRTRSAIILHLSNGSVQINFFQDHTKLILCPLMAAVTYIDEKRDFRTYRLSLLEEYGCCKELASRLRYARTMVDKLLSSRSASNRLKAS
Starred values were filed as active, the others as inactive; ? = inconclusive; . = no result given; [ ] = remark or other dose. Unless noted, calls come from the whole dose curve; as a rule, active = well fitted curve in the direction sought with a large enough effect; inconclusive = small, poorly fitted or top-dose-only effect, or another doubt; inactive = no such curve, though single readings can be large; an effect the other way counts as inactive or inconclusive. Only part of the results is shown; count on the stated rates, not on these rows.

SMILES	WRN inhibitor	EPAC1 antagonist	PI5P4K alpha inh	Mm-Cpn inhibitor	EPAC1 ag	CCT chaperon mod	EPAC2 antag	PLK1 PBD inh
COc1ccc(C(C)=O)cc1COc1ccc(F)cc1	-2%	-30%	0	-1%	15%	-0.7	56µM*	-7%
COc1ccc(S(=O)(=O)Nc2ccc3oc(C)c(C(=O)O)c3c2)cc1	-8%	-28%	3	4%	11%	0.8	-4%	-3%
CC(=O)Cc1nsc(NC(=O)c2ccc(-c3ccc(Cl)c(Cl)c3)o2)n1	-3%	-8%	3	3%	1%	1.7	-8%	-6%
O=C(CN1CCN(Cc2ccccc2Cl)C1=O)NC1CCCCCCC1	1%	-1%	2	0%	-5%	0.9	-4%	-11%
O=C1CC(N2CCC(Cc3ccccc3)CC2)C(=O)N1CCc1ccccc1 (stereo not given)	-17%	-17%	.	2%	21%	1.1	-18%	-9%
CCOc1ccc(-c2cc(CCCC(=O)NCCc3ccccc3)no2)cc1	3%	14%	.	-1%	0%	-0.9	5%	-5%
O=C(Cn1cc[n+](Cc2ccccc2)c1)c1ccc([N+](=O)[O-])cc1	-6%	14%	0	2%	2%	-1.4	-7%	-22%
Cc1ccc(N2C(=O)NC(NC(=O)c3ccc(Cl)cc3)(C(F)(F)F)C2=O)cc1 (stereo not given)	-2%	-18%	-1	-1%	-2%	-0.3	-10%	-4%
CC(C)C(NC(=O)OCc1ccccc1)C(=O)OCC(=O)NCc1ccco1 (stereo not given)	?	-8%	?	2%	-4%	0.9	-1%	-15%
Cc1cccc(/C=C(\C(=O)C(=O)O)c2ccc3ccccc3n2)c1	0%	14%	1	-2%	-2%	-1.0	13%	-10%
CCCC(=O)Nc1ccc(C(=O)N/N=C2\CC(=O)CC(C)(C)C2)cc1	3%	3%	.	.	6%	-3.9	2%	-7%
CCN(CC)CCCn1c2c(c(SCC(=O)Nc3nc(C)cs3)nc1=O)CCC2	2%	-1%	7	-2%	2%	-1.6	11%	-7%
CCN(CC)CCC(=O)NN	-1%	4%	2	0%	1%	-3.6	4%	3%
COc1ccc(-n2nc([N+](=O)[O-])c(=NCc3cccnc3)n2O)cc1	0%	-6%	6	-2%	-5%	0.2	20%	-7%
CCCn1c(=O)c2ccccc2n2c(SCC(=O)c3ccccc3)nnc12	-11%	9%	.	0%	7%	-1.4	1%	-19%
NC(=O)Cc1nc(-c2ccc([N+](=O)[O-])cc2)cs1	0%	1%	-4	-1%	3%	-0.5	1%	-1%
COc1ccc(NC(=O)CS(=O)(=O)Cc2ccccc2)c([N+](=O)[O-])c1	3%	-24%	1	-2%	-13%	-1.1	-17%	-20%
CC(C)CCSc1nc2c(c(=O)[nH]c(=O)n2C)n1CCc1ccccc1	0%	3%	-2	3%	-3%	2.1	5%	-5%
Cc1ccc(N=c2sc(C)c(C)n2C)cc1	4%	14%	9	0%	-7%	1.6	10%	-8%
O=C(CN1CCN(c2ccccc2)CC1)Nc1ccc(F)cc1	4%	-11%	-6	1%	3%	-1.1	5%	2%
COc1cccc(/C=N/n2c(-c3cc(C)[nH]n3)n[nH]c2=S)c1OC	1%	-2%	-12	-2%	-1%	-1.4	3%	-10%
Cc1cc(C)cc(N(CC(=O)Nc2ccccc2)C2=NC3CS(=O)(=O)CC3S2)c1 (stereo not given)	-4%	-24%	8	-2%	-16%	0.6	9%	-8%
O=S(=O)(N1CCCCC1)N1CCN(CC(O)COc2ccc3cc(Br)ccc3c2)CC1 (stereo not given)	3%	-6%	.	-8%	15%	-2.4	-4%	-5%
CC(C)(C)NC(=O)Cn1c(SCC(=O)NCc2cccs2)nc2ccccc21	1%	-6%	.	3%	4%	-3.7	-1%	-1%
c1ccc(CN(Cc2ccccc2)c2ncnc3c2nnn3Cc2ccccc2)cc1	0%	-5%	-1	-5%	3%	-1.6	4%	2%
Cc1cc(C)cc(CC(=O)N2CCC2(C)C(=O)NS(=O)(=O)c2ccccc2C)c1 (stereo not given)	4%	-1%	0	.	0%	1.3	-8%	5%
CCOc1ccc2nc(NC(=O)Nc3cccs3)sc2c1	-6%	-7%	-5	-1%	11%	-0.5	-6%	1%
O=C(NCCCn1ccnc1)c1csc2ccccc12	15%	1%	.	1%	-1%	-3.2	-2%	-12%
COc1cc(OC)cc(C(=O)N2CCN(Cc3ccccc3[N+](=O)[O-])CC2)c1	-4%[57.1 µM]	-9%	15	-1%	-7%	1.6	2%	?
COc1ccc(CNC(=O)C(c2ccc(O)cc2)N(Cc2ccco2)C(=O)c2snc(C(N)=O)c2N)cc1 (stereo not given)	-10%	-7%	-5	-2%	4%	-1.1	-11%	3%

The list goes on, overlapping the part above by 3 compounds.
SMILES	WRN inhibitor	EPAC1 antagonist	PI5P4K alpha inh	Mm-Cpn inhibitor	EPAC1 ag	CCT chaperon mod	EPAC2 antag	PLK1 PBD inh
O=C(NCCCn1ccnc1)c1csc2ccccc12	15%	1%	.	1%	-1%	-3.2	-2%	-12%
COc1cc(OC)cc(C(=O)N2CCN(Cc3ccccc3[N+](=O)[O-])CC2)c1	-4%[57.1 µM]	-9%	15	-1%	-7%	1.6	2%	?
COc1ccc(CNC(=O)C(c2ccc(O)cc2)N(Cc2ccco2)C(=O)c2snc(C(N)=O)c2N)cc1 (stereo not given)	-10%	-7%	-5	-2%	4%	-1.1	-11%	3%
CN(C)/C=N/c1ncc(C(=O)c2ccc(Cl)cc2)s1	2%	10%	-2	-1%	2%	-1.7	7%	-2%
C/C(=N/O)c1c(O)c(C)c(-c2ccccc2)n(-c2ccccc2)c1=O	7%	2%	0	-2%	2%	-4.5	2%	-13%
COc1cccc(NC(=S)NN=C2CCC(C(C)(C)C)CC2)c1 (stereo not given)	-10%	-6%	2	?	4%	-0.5	-11%	-17%
CCOc1cc(S(=O)(=O)Nc2ccc(CC)cc2)ccc1Cl	-16%	?	.	-1%	?	-0.3	-29%	-8%
O=C(Cc1csc(NC(=O)Nc2cccc(Cl)c2)n1)NCc1cccnc1	-3%	3%	-5	-12%	-10%	-1.6	9%	-5%
COc1cccc(NC(=O)C2CCCO2)c1 (stereo not given)	-11%	8%	4	2%	11%	2.5	3%	-8%
Cc1ccc(NC(=O)COC(=O)[C@H](C)NC(N)=O)c(C)c1	4%	-13%	6	0%	3%	0.3	-4%	-9%
O=C(COC(=O)c1ccccc1SCC(=O)N1CCCC1)NC1CCCCC1	-4%	0%	-3	-1%	8%	-9.3	15%	-11%
O=C(Cc1c(Cl)cccc1Cl)Nc1cccc(S(=O)(=O)N2CCOCC2)c1	?	-12%	-9	?	-3%	-3.0	-22%	-5%
CN(C(=O)c1ccco1)c1nc(-c2ccc(F)cc2)cs1	-31%	3%	-2	-3%	10%	-2.1	5%	-11%
COc1ccc(CN2C(=O)C(CC(=O)NCCCN(C)C)CC(C(=O)N(C(C)C)C(C)C)=C2C)cc1 (stereo not given)	5%	11%	-9	.	9%	1.7	-4%	5%
CCOC(=O)C1=C2SCCN2C(=O)C(C#N)C1(C)C (stereo not given)	-3%	-10%	3	-3%	0%	2.3	7%	2%
Clc1ccc(Cl)c(-c2nn3c(COc4ccccc4)nnc3s2)c1	-1%	8%	.	-2%	0%	2.8	10%	5.3µM*
Nc1nc(SCC(=O)NC2CCCCC2)[nH]c(=O)c1-c1ccccc1	-21%	-4%	.	0%	-5%	2.0	13%	0%
O=C(O)COc1ccc2c(c1)O/C(=C\c1cccs1)C2=O	-25%	4%	-26	-3%	-2%	1.3	-7%	-11%
Cc1ccc(CN(C(=O)c2ccco2)C2CCS(=O)(=O)C2)cc1 (stereo not given)	6%	-18%	-1	-6%	-4%	-1.2	-8%	2%
CC1(c2ccccc2)NC(=O)N(CC(=O)Nc2ccc(Cl)c(S(=O)(=O)N3CCCCC3)c2)C1=O (stereo not given)	-24%	-7%	3	1%	9%	1.3	-11%	0%
O=C(NCC(=O)N(c1ccccc1)C(C(=O)NCC1CCCO1)c1ccccc1)c1ccco1 (stereo not given)	-1%	-2%	0	-6%	0%	-4.4	4%	-3%
COC(CN(C(=O)CCl)C(C(=O)NC1CCCCC1)c1ccccc1C)OC (stereo not given)	-4%	-10%	0	-1%	-15%	-2.5	10%	4%
N/C(=N\OC(=O)Nc1ccccc1)c1cccc(C(F)(F)F)c1	10%	5%	0	-1%	-8%	-0.3	1%	-5%
Cn1c(=O)n(-c2ccccc2)c(=O)c2c3c(sc21)COC(C)(C)C3	-34%[57.1 µM]	0%	-9	0%	4%	-2.0	-8%	-3%
CCN(CC)C(=S)Nc1ccc(OC(F)F)cc1	9%	8%	-5	1%	5%	-0.9	9%	-2%
Cc1ccc(S(=O)(=O)CC2CSc3nnc(C)c(=O)n32)cc1 (stereo not given)	-1%	8%	-3	3%	-1%	-2.1	9%	-3%
CSc1nc(N2CCOCC2)c2c(c1C#N)CC(C(C)C)OC2 (stereo not given)	2%	6%	-1	-3%	12%	-4.6	-15%	0%
Cc1ccc(C)c(N2CC(=O)N(c3cc(C)ccc3C)CC2=O)c1	1%	-11%	0	1%	9%	0.9	5%	-7%
O=[N+]([O-])c1cccc(-c2nnc3ccc4ccccc4n23)c1	-10%	-11%	-9	-1%	-8%	0.1	-1%	-9%
CCNc1nc(NC(C)C)nc(OCCNS(=O)(=O)c2cc(C)ccc2C)n1	13%	-2%	8	-2%	-2%	1.1	9%	-3%
c1ccc2c(-c3[nH]ncc3CNCCCn3ncc4ccccc43)cccc2c1	-21%	9%	-13	3%	13%	-1.8	-13%	24µM*
Cc1ccc2[nH]c(=O)c(CN(Cc3ccco3)C(=O)CN3CCCC(C)C3)cc2c1 (stereo not given)	1%	-5%	-2	-1%	-8%	0.2	-2%	-4%
CCS(=O)(=O)N1Cc2ccccc2CC1C(=O)N(C)Cc1ccc(OC)cc1OC (stereo not given)	1%	11%	-5	2%	2%	-0.1	2%	5%
COc1cc(C2C(C(C)=O)=C(O)C(=O)N2CCN2CCOCC2)ccc1O (stereo not given)	3%	-3%	-2	-3%	2%	-0.5	-1%	-7%
COc1cc(=O)n2c(n1)SCCC2	-15%	-1%	4	?	3%	-0.9	20%	-6%
CCCCC1CCC(C(=O)N(CCOC)c2c(N)n(CCCC)c(=O)[nH]c2=O)CC1 (stereo not given)	4%	-1%	13	-2%	-3%	-3.4	14%	-2%
